# Compound activity from PubChem.
# HSP90 inh = blocks HSP90-mediated luciferase refolding in reticulocyte lysate | Rabbit reticulocyte lysate, luciferase refolding luminescence, 3 h | inhibition, % at 5.6 µM | hit rate 0.91% among 290,000 | AID 1789;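 active = inhibition above the screen-wide mean plus 3 SD, computed separately per campaign, cut at about 16% in these data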;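 also: 0% = DMSO wells and 100% = 60 µM geldanamycin wells; inhibitors lower the luminescence because luciferase stays unfolded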
# HSF1 inh = HSF1 inhibition. activity change, negative = inhibition, % at 7.5 µM (by protocol). hit rate 0.77% among 300,000. NIH3T3-HGL HSE-luciferase, MG132-induced, luminescence 8 h; active compounds read low;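 active = more than half of replicate wells show activity change below -50%, luminescence cut by over half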;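 also: luciferase reports HSF-1 transcriptional activity via heat shock element; 0% = median of DMSO wells and -100% = zero luminescence signal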
# IEC-6 cytotox = IEC-6 cytotoxicity, counter-screen for KLF5 inhibitors; hit rate 0.78% among 290,000; inhibition, % at 5 µM; luminescence viability; in the data active = inhibition above about 22%;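 also: 0% = plate median of test compound wells and 100% = cytotoxic reference compound wells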
# HIF activator = HIF pathway transcriptional activation | U2OS HRE-luciferase reporter, luminescence; normalized: DMSO 0%, desferrioxamine 100% | activation, % at 7.5 µM (by protocol) | hit rate 0.32% among 300,000 | AID 1910;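 active = mean activation of at least 10% of the iron chelator positive control signal, with at least half of replicates also reaching 10%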
# aSyn 5UTR inh = 5' untranslated region of α-synuclein, MLPCN primary screen; alpha-synuclein 5'UTR reporter, inhibitor activity; inhibition, % (tested at 7.5 µM); hit rate 0.82% among 300,000; AID 1813; in the data active = inhibition above about 60%;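 also: H4 neuroglioblastoma cells stably carrying SNCA 5'UTR luciferase fusion; 0% = DMSO wells and 100% = positive control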
# AI-2 QS mod = modulators of Vibrio harveyi AI-2 quorum sensing system. Vibrio harveyi JMH597 AI-2 luminescence/OD600 ratio, 9 h; active compounds read low; strain lacks LuxN and CqsS sensors; 0 = neutral-control median. activity change, % at 7.5 µM. hit rate 0.4% among 300,000. AID 2094; in the data active = activity change below about -75%, passing the limit was not always enough;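 also: luminescence divided by OD600 gain over 9 h not by final OD600 alone; inactives centre near 13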
# GSK3 alpha inh = human GSK-3 alpha kinase inhibition | P49840 | ADP-Glo luminescence, 60 min | inhibition, % at 10 µM | hit rate 0.1% among 320,000;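 in the data active = inhibition above about 50%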;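 also: GST-tagged GSK-3 alpha with peptide substrate and 25 µM ATP; 0% = DMSO neutral wells and 100% = GW8510 positive control wells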
# Target sequence (P49840 whole entry, looked up): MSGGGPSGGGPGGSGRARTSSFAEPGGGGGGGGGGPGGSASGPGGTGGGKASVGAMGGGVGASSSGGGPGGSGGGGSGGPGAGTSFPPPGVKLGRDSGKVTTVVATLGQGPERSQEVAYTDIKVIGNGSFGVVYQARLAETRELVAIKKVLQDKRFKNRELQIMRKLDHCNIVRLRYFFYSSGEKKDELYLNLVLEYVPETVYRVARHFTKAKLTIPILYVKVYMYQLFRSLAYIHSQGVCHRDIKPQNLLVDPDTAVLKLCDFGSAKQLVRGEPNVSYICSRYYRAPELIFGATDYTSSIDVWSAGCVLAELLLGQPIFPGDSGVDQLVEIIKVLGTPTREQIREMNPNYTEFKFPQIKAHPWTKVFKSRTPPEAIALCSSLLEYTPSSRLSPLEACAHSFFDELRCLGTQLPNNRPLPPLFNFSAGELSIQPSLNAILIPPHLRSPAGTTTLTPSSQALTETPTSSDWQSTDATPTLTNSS
# GSK3beta inhib = inhibitors of human GSK3beta kinase. P49841. GST-GSK3beta kinase, ADP-Glo luminescence, 60 min; active compounds read low. activity score (negative = inhibition), % at 10 µM. hit rate 0.038% among 300,000;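 active = more than half of replicate wells score below -50%, meaning over 50% inhibition versus plate controls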;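 also: 0% = median DMSO wells and -100% = median GW8510 positive control wells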
# Target sequence (P49841 whole entry, looked up): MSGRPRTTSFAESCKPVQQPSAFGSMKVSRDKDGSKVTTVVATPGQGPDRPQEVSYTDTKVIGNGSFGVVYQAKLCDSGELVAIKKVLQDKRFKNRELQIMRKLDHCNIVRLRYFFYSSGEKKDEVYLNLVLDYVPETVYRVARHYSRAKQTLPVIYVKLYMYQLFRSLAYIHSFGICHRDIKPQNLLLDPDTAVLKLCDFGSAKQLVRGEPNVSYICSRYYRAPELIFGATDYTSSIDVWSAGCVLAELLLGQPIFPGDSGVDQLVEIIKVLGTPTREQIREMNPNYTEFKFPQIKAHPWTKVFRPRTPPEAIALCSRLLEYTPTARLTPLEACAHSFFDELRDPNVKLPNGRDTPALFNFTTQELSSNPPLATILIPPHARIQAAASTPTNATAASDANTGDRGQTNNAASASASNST
#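 Test system – GST-tagged human GSK3beta kinase, cell-free · Incubation – 60 min enzyme reaction, room temperature · Signal – ADP-Glo luminescence · Also added – peptide substrate and ATP at 25 µM · Controls – DMSO neutral wells and GW8510 at 20 µM as positive · Buffer or medium – Tris/MgCl2 kinase buffer · Measure – Luminescence-derived activity versus plate DMSO and GW8510 wells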
# HSF1 activator = increases HSF-1 driven luciferase reporter signal. activation, % at 9 µM. NIH3T3-HGL HSF-1 luciferase reporter, MG132, 8 h; 100% = twice DMSO control signal. AID 504408. hit rate 1.7% among 300,000;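 active = mean replicate activation of at least 50% with a set share of replicates each reaching 50%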;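 also: 0% = median of the neutral control wells and 100% = twice that signal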
# KLF5 inh = kruppel-like factor 5 inhibition | DLD-1 KLF5 promoter-luciferase reporter, luminescence | inhibition, % at 5 µM | hit rate 0.23% among 290,000;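 active = inhibition above a per-plate limit of that plate's mean compound inhibition plus 3 SD, cut at about 60% in these data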;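 also: 0% = DMSO wells and 100% = LY294002 at 200 µM; higher means less KLF5 promoter-driven luciferase light; inactives centre near -14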
# Numbers without * were called inactive; / = no result given. Compounds as they come. About 4.7% of those tested had a hit in this group.
# Value order: IEC-6 cytotox	HSF1 inh	GSK3 alpha inh	HSF1 activator	HIF activator	GSK3beta inhib	aSyn 5UTR inh	KLF5 inh	AI-2 QS mod	HSP90 inh
> COc1ccc(NC(=O)C2CCC(CNc3c(N4CCCCC4)c(=O)c3=O)CC2)c(OC)c1 (stereo not drawn)
→ -3	-10	2	-5	-1.9	-2	23	-15	14	-8
> CCOc1ccc(CCNC(=O)Cc2ccc(NC(=O)C3=C(C)OCCS3)cc2)cc1
→ 3	6	-1	7	1.5	0	-56	-31	4	-3
> CNc1ccccc1-c1nc2ccccc2n(C)c1=O
→ 8	/	-1	/	/	/	/	-14	/	3
> Nc1c(S(=O)(=O)c2cccs2)c2nc3ccccc3nc2n1CC1CCCO1 (stereo not drawn)
→ 3	/	0	/	/	/	/	-7	/	1
> CC(C)(C)OC(=O)N[C@@H](Cc1ccccc1)C(=O)N1CCC(C(=O)NCC(=O)O)CC1
→ -2	-10	2	-7	-0.1	1	-9	-57	9	0
> CCOc1ncccc1C(=O)OCC(=O)NCc1ccc2c(c1)OCO2
→ -4	-4	0	-2	0.3	0	3	-6	16	-1
> Cc1cc(=O)[nH]c2c(C)cc(S(=O)(=O)N3CCOCC3)cc12
→ -6	0	-5	2	-0.3	2	20	-36	42	-4
> Cc1ccc(S(=O)(=O)N2CCCCC2)cc1NC(=O)COC(=O)C1CC2C=CC1C2 (stereo not drawn)
→ 1	-4	-3	10	-0.2	1	-13	8	15	4
> Cc1ccc(C(=O)N/C(=C\c2ccco2)C(=O)N2CCSCC2)cc1C
→ -4	-2	-2	-1	0.0	-2	3	-18	29	4
> COc1cc(CNn2nnnc2N)cc(Br)c1OCc1c(Cl)cccc1Cl
→ 0	-13	3	5	-0.2	3	2	-4	9	1
> CCC(C(=O)N1CCN(C(=O)c2ccco2)CC1)n1sc2ccccc2c1=O (stereo not drawn)
→ -2	4	-2	18	-0.2	3	10	-29	7	0
> Cc1ccc(S(=O)(=O)CC(=O)N2CCOCC2)cc1
→ -1	-7	0	1	-0.3	-1	7	-27	9	-1
> CCCOc1ccc(C(C)=O)cc1Cc1c(O)nc(SC)[nH]c1=O
→ -3	-5	-1	-18	0.8	3	-4	8	7	2
> c1ccc2c(OCCCCN3CCOCC3)cccc2c1
→ 3	-3	-3	0	-7.2	3	9	-18	14	0
> COC(=O)NCC(c1ccc2c(c1)OCO2)N1CCN(c2ccc(OC)cc2)CC1 (stereo not drawn)
→ -4	-4	0	0	0.9	2	2	-4	43	-9
> Cc1cc(CNC(=O)COc2ccc(F)cc2F)c2ccccc2n1
→ 0	-3	2	-10	0.3	0	-13	-41	22	1
> CC(=O)Nc1ccc(C(=O)NCC(=O)OCc2c(F)cccc2Cl)cc1
→ -6	-2	0	12	-0.1	-5	8	-22	3	2
> O=C(Nc1ccccc1N1CCOCC1)c1ccccc1NS(=O)(=O)c1ccc(F)cc1
→ 0	-3	-1	23	-0.2	2	-12	-4	-2	1
> O=S(=O)(NCc1ccccc1F)c1cccc(S(=O)(=O)N2CCOCC2)c1
→ -2	3	-1	-3	-0.5	0	2	-11	15	-2
> CS(=O)(=O)c1ccc(-n2nnc3ccccc32)c([N+](=O)[O-])c1
→ -5	-6	0	-5	1.9	-3	-47	-17	33	-3
> COc1ccc(C(=O)Nc2nnc(-c3cccs3)s2)cc1
→ 2	14	/	40	3.0	-4	16	-18	3	0
> O=C(NC(Cc1ccccc1)C(=O)O)/C(=C\c1ccc(Cl)cc1)NC(=O)c1ccccc1 (stereo not drawn)
→ 4	3	0	-7	-0.3	4	4	0	20	-1
> O=C(CSc1nc(-c2ccc(F)cc2)cs1)N1CCOCC1
→ -4	1	-2	44	1.3	0	-119	-90	18	-1
> O=C(CNC(=O)c1cccs1)NCCN1CCN(Cc2ccccc2)CC1
→ -4	-1	-2	21	-0.3	1	-20	-12	13	-2
> COCCNc1oc(COc2cccc(C)c2)nc1C#N
→ 0	12	-3	8	-0.2	-2	-35	-10	39	0
> O=C(N/N=C/c1ccc(OC(=O)c2ccco2)cc1)c1ccccn1
→ 7	10	0	36	1.4	0	-123	-72	16	7
> COc1ccccc1OC(=O)CN1C(=O)c2ccccc2C1=O
→ 3	-5	1	-20	-0.3	3	13	-18	34	2
> CCCCC1=NN(C(=O)c2ccncc2)C(O)(C(F)(F)F)C1 (stereo not drawn)
→ 5	-5	-2	15	0.1	0	-30	-33	27	0
> CCc1nnc(NC(=O)CSCc2cc(=O)n3nc(C)sc3n2)s1
→ -2	-1	-1	-5	-0.5	1	32	-28	19	0
> Cc1ccccc1OCC(=O)N/N=C1\CCOc2c(C)cccc21
→ 2	-2	0	17	1.1	4	-39	-16	21	-2

# Nothing new here: entries from further up.
# Value order: IEC-6 cytotox	HSF1 inh	GSK3 alpha inh	HSF1 activator	HIF activator	GSK3beta inhib	aSyn 5UTR inh	KLF5 inh	AI-2 QS mod	HSP90 inh
> CCOc1ccc(CCNC(=O)Cc2ccc(NC(=O)C3=C(C)OCCS3)cc2)cc1
→ 3	6	-1	7	1.5	0	-56	-31	4	-3
> CNc1ccccc1-c1nc2ccccc2n(C)c1=O
→ 8	/	-1	/	/	/	/	-14	/	3
> Nc1c(S(=O)(=O)c2cccs2)c2nc3ccccc3nc2n1CC1CCCO1 (stereo not drawn)
→ 3	/	0	/	/	/	/	-7	/	1
> CC(C)(C)OC(=O)N[C@@H](Cc1ccccc1)C(=O)N1CCC(C(=O)NCC(=O)O)CC1
→ -2	-10	2	-7	-0.1	1	-9	-57	9	0
> CCOc1ncccc1C(=O)OCC(=O)NCc1ccc2c(c1)OCO2
→ -4	-4	0	-2	0.3	0	3	-6	16	-1
> Cc1cc(=O)[nH]c2c(C)cc(S(=O)(=O)N3CCOCC3)cc12
→ -6	0	-5	2	-0.3	2	20	-36	42	-4
> Cc1ccc(S(=O)(=O)N2CCCCC2)cc1NC(=O)COC(=O)C1CC2C=CC1C2 (stereo not drawn)
→ 1	-4	-3	10	-0.2	1	-13	8	15	4
> Cc1ccc(C(=O)N/C(=C\c2ccco2)C(=O)N2CCSCC2)cc1C
→ -4	-2	-2	-1	0.0	-2	3	-18	29	4
> COc1cc(CNn2nnnc2N)cc(Br)c1OCc1c(Cl)cccc1Cl
→ 0	-13	3	5	-0.2	3	2	-4	9	1
> CCC(C(=O)N1CCN(C(=O)c2ccco2)CC1)n1sc2ccccc2c1=O (stereo not drawn)
→ -2	4	-2	18	-0.2	3	10	-29	7	0
> Cc1ccc(S(=O)(=O)CC(=O)N2CCOCC2)cc1
→ -1	-7	0	1	-0.3	-1	7	-27	9	-1
> CCCOc1ccc(C(C)=O)cc1Cc1c(O)nc(SC)[nH]c1=O
→ -3	-5	-1	-18	0.8	3	-4	8	7	2
> c1ccc2c(OCCCCN3CCOCC3)cccc2c1
→ 3	-3	-3	0	-7.2	3	9	-18	14	0

# Continuation:
# Value order: IEC-6 cytotox	HSF1 inh	GSK3 alpha inh	HSF1 activator	HIF activator	GSK3beta inhib	aSyn 5UTR inh	KLF5 inh	AI-2 QS mod	HSP90 inh
> Cc1c(N2C(=O)C(=O)/C(=C(/O)c3ccc(Br)cc3)C2c2cccnc2)c(=O)n(-c2ccccc2)n1C (stereo not drawn)
→ -4	-3	2	2	-0.2	0	9	20	12	2
> O=C(NC(=S)NCCc1ccccc1)c1cccc(Cl)c1
→ 4	12	1	12	0.7	5	-21	2	16	-4
> COC(=O)c1ccc(OC(=O)c2nn(C)cc2Cl)c(OC)c1
→ 7	-2	-2	24	-0.9	1	7	-20	2	6
> COc1ccc(S(=O)(=O)Cc2ccc(C(=O)NC3CCCCCC3)o2)cc1
→ -4	2	2	9	-0.5	2	-2	-20	-2	-4
> CN(C)CCNC(=O)c1ccc(Sc2ccc(Br)cc2)c([N+](=O)[O-])c1
→ -4	-3	0	5	-0.7	3	19	37	7	1
> O=C(c1ccc(CS(=O)(=O)c2ccccc2)o1)N1CCN(c2ncccn2)CC1
→ -3	-7	-2	-16	0.1	1	1	-8	46	-2
> Cc1ccc(C(=O)NNC(=O)CCCN2C(=O)/C(=C/c3ccccc3Cl)SC2=S)cc1
→ -5	-38	-2	-31	-3.5	-2	69*	-10	9	7
> CC1(OC(=O)C2CCCC2)C(=O)C=C2C=C3CCCCN3C=C2C1=O (stereo not drawn)
→ /	3	-1	-7	-0.7	-1	13	/	36	/
> COc1ccccc1NC(=O)COc1ccc(/C=N/NC(=O)CSCc2cc(C)cc(C)c2)cc1
→ 5	2	-2	4	0.2	1	-1	7	48	-1
> CCCCCC(=O)NC(NC(=S)NC1CCS(=O)(=O)C1)C(Cl)(Cl)Cl (stereo not drawn)
→ -1	-3	0	4	-0.2	1	23	-18	-8	-2
> Cc1ccc(CCN2CC(C(=O)NCCCN3CCN(C)CC3)CC2=O)cc1 (stereo not drawn)
→ 7	-22	-2	-41	-0.2	-1	9	-11	8	2
> CC(O)(CS(=O)(=O)Cc1ccccc1)c1ccccc1Cl (stereo not drawn)
→ -3	-3	0	11	-14	-4	-3	6	13	2
> CCOc1ccc(C(=O)NCC(=O)OCc2csc(-c3ccccc3)n2)cc1
→ -5	0	2	2	0.0	-1	-39	-27	-10	1
> COc1ccc(C(CC(=O)N2CCCC2)c2c(O)cc(OC)cc2OC)cc1 (stereo not drawn)
→ /	-2	1	0	-1.1	-1	-5	/	29	/
